High-throughput results deposited in PubChem BioAssay by several laboratories.
TRPML3 ag: human TRPML3 channel agonists, primary screen, cell-based, HEK293 TRPML3-YFP, Fluo-8 calcium fluorescence, 3 µM | Mucolipin-3 (Homo sapiens), Q8TDD5 | 100% = the carbachol control signal | activation, % at 3 µM | 0.29% of 220,000 active | AID 1448, 2008;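 active = activation above its plate's cutoff, the mean activation of the plate's test wells plus 3 SD, cut at about 12% in these data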;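 note: 0% = DMSO only wells and 100% = carbachol wells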
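system = HEK293 cells stably carrying human TRPML3-YFP | doses = one concentration, 3 µM nominal, 0.3% DMSO | timing = dye loading 1 h 37 °C then 30 min ambient, 125 s read | detection = Fluo-8 calcium dye fluorescence, ex 470-495, em 515-575 nm | benchmarks = high control carbachol 87 µM, low control DMSO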
TRPN1 ag: zebrafish TRPN1 channel agonists, primary screen, cell-based, HEK293, calcium fluorescence; transient receptor potential cation channel N1 (TRPN1/NompC), Danio rerio; HEK293 zebrafish TRPN1-YFP, Fluo-8 calcium fluorescence; 100% = response to 87 µM carbachol; activation, % at 3 µM; 0.18% of 220,000 active; AID 1424, 2008;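 active = activation above its plate's cutoff, the mean activation of test wells on that plate plus 3 SD, cut at about 19% in these data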;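 note: 0% = DMSO alone and 100% = 87 µM carbachol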
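Control set: carbachol 87 µM as high control, DMSO as low control; system: HEK293 stable line with zebrafish TRPN1-YFP; read-out: % activation versus carbachol response; detection: intracellular calcium fluorescence with Fluo-8; doses: single test compound dose, 3 µM nominal, 0.3% DMSO; schedule: dye 1 h 37 °C plus 30 min RT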
NPY-Y1 PAM-ag: NPY-Y1 receptor potentiators or agonists, primary screen, cell-based; NPY-Y1 expressing cells, potentiator/agonist activation; 0.37% of 220,000 active; activation, % at 3.6 µM; Neuropeptide Y receptor type 1 (Homo sapiens), P25929; AID 1304, 2008; in the data active = activation above about 33%, passing the limit was not always enough;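 note: cells stimulated with NPY at EC10 then isoproterenol at EC100; 0% = low agonist plus stimulus and 100% = saturating agonist plus stimulus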
Target sequence (P25929 whole entry, looked up): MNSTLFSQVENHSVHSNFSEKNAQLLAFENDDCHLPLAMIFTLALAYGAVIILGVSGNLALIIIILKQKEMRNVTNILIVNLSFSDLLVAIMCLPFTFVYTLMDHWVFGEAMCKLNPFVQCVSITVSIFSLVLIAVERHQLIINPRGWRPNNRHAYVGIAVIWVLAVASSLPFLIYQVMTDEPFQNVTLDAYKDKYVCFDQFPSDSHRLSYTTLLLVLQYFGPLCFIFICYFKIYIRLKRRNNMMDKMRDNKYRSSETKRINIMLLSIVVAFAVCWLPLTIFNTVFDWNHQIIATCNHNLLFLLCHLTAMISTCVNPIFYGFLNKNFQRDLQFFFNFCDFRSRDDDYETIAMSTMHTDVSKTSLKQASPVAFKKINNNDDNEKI
NPY Y1 blocker: NPY-Y1 receptor antagonists, primary screen, cell-based. HEK293-CNG Y1 cells, membrane potential fluorescence; NPY at EC95, then isoproterenol. inhibition, % at 3.6 µM. AID 1040, 2008. 1% of 200,000 active;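 active = inhibition above the campaign mean inhibition of all tested compounds plus 3 SD, cut at about 20% in these data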;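 note: 0% = DMSO wells given NPY plus isoproterenol and 100% = isoproterenol alone without NPY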
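Assay system: HEK293 Y1/CNG channel cell line; Doses: single compound dose of 3.6 µM, 0.4% DMSO; Timing: dye 3 h, compound 60 min room temperature, stimulation 45 min; Technique: Membrane-potential fluorescent dye readout; Measure: % inhibition of NPY effect.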
14-3-3 Bad inh: inhibitors of 14-3-3 zeta/Bad binding, primary screen, biochemical, TR-FRET, bovine 14-3-3 zeta | 14-3-3 protein zeta/delta (Bos taurus), P63103 | TR-FRET 14-3-3zeta/Dy647-pBad peptide displacement, 1 h | inhibition, % at 21.7 µM | 0.71% of 220,000 active | AID 781, 2007;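 active = inhibition above about 70%, limit read from the data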;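 note: 0% = full 14-3-3 plus peptide FRET controls and 100% = background without 14-3-3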
Target sequence (P63103 whole entry, looked up): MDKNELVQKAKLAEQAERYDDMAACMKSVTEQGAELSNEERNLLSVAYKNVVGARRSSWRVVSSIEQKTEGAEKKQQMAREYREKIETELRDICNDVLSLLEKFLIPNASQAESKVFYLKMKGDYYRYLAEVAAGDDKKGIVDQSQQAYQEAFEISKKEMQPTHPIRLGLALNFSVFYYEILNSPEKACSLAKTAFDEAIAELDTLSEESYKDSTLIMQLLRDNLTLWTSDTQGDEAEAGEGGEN
PPC-1+TRAIL kill: compounds killing PPC-1 cancer cells with TRAIL present, primary screen, TRAIL potentiator project, ATPLite luminescence, uHTS. 0.41% of 220,000 active. PPC-1 cells + TRAIL, ATPLite viability luminescence. cell killing (% activity), % at 4 µM;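 active = cell killing above 50% in the first pass at 4 µM, then a duplicate retest at 5 µM averaging 50% or more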;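 note: plate controls were cells with TRAIL plus DMSO for no effect and medium-only wells lacking cells for full effect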
CHOP inh: inhibitors of CHOP promoter induction, primary screen, cell-based, unfolded protein response, luciferase reporter; 3.8% of 220,000 active; AID 2732, 2010; CHO-K1 CHOP-promoter luciferase, tunicamycin-induced, 15-18 h; inhibition, % at 10 µM;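 active = compounds that reduced the stress-induced luciferase reporter signal by more than about 70% of percent inhibition, limit read from the data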;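 note: 0% = tunicamycin plus vehicle and 100% = wells without tunicamycin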
EP2 modulator: EP2 receptor modulators, cAMP readout, primary screen, cell-based, HTRF cAMP, PGE2 stimulation. AID 940, 2007. 0.83% of 260,000 active. EP2-expressing cells, cAMP HTRF FRET, PGE2 co-stimulation. Prostaglandin E2 receptor EP2 subtype (Homo sapiens), P43116. induction, % at 25 µM;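 active = compounds whose cAMP rise, as percent of the full-agonist control response, exceeds 60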;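 note: rat C6 glioma line stably carrying human EP2 under a CMV promoter; the protocol text gives 20 µM as final concentration; 100% = response of wells given 1 µM PGE2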
Target sequence (P43116 whole entry, looked up): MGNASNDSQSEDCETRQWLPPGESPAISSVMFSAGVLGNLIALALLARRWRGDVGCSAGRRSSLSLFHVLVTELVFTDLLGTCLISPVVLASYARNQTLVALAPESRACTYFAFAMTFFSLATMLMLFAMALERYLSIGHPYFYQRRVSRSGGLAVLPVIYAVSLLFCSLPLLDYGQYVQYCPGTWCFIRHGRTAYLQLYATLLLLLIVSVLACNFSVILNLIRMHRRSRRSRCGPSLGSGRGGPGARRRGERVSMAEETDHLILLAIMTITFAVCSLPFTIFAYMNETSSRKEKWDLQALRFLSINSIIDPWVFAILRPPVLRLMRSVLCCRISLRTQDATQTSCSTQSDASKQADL
EP2 antag: human EP2 receptor antagonists, primary screen, TR-FRET cAMP, C6 glioma cells; 0.52% of 260,000 active; inhibition, % at 25 µM; Prostaglandin E2 receptor EP2 subtype (Homo sapiens), P43116; C6 glioma cells expressing human EP2; cells stimulated with saturating PGE2;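 active = percent inhibition above 40 after rounding to a whole number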;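 note: rat C6 glioma host cells with rolipram phosphodiesterase inhibitor present; the protocol text gives 20 µM as final concentration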
Starred values were filed as active, the others as inactive; . = no result given; & = joins results of further samples; [ ] = dose if it differs, or a comment. Not all compounds are listed; rates above refer to the full screens.

SMILES	TRPML3 ag	TRPN1 ag	NPY-Y1 PAM-ag	NPY Y1 blocker	14-3-3 Bad inh	PPC-1+TRAIL kill	CHOP inh	EP2 modulator	EP2 antag
Oc1[nH]c2ccc(Br)cc2c1N=Nc1ccc(C(F)(F)F)cn1	0.1	1.4	4	12	-2[fluorescence artefact?]	25	12	-1	7
O=C(NNC(=O)c1nn(-c2ccc(F)cc2)ccc1=O)c1ccc(C(F)(F)F)cc1	0.9	-0.8	5	.	-7	3	8	7	12
O=C(Nc1nccs1)C1C2CC3OC(=O)C1C3C2 (configuration not stated)	0.1	-0.3	-10	-2	-6	4	-14	3	6
Cc1c(NC(=O)Cn2nc(C(F)(F)F)c3c2CCCC3)c(=O)n(-c2ccccc2)n1C	0.1	1.3	-1	-5	-2	18	-10	6	7
COC(=O)c1c(-c2c(Cl)cccc2Cl)noc1NC(=O)NN1CCCCC1	-0.7	-2.1	7	.	-7	4	27	17	14
COc1ccc(CCN(Cc2nc3ccccc3c(=O)[nH]2)C(=O)C2CC2)cc1	0.7	-0.5	-4	-1	-13	4	46	-28	11
O=C(NC1CC1)c1cc2c(s1)-c1ccccc1OC2	0.2	3.3	34	3	-3[fluorescence artefact?]	16	.	3	13
O=C(NCc1ccc2c(c1)OCO2)c1cc2ccccc2o1	-0.4	-0.7	-14	9	3	-26	15	-45	7
C#CCOCCOCCOCCNc1nc(N2CCN(C(=O)Cn3cc(CCCN=C(N)N)nn3)CC2)nc(N2CCN(C(=O)[C@H]([C@@H](C)CC)n3cc(CCCN=C(N)N)nn3)CC2)n1	0.7	1.0	13	-3	86*	4	6	28	.
CCCC[n+]1ccn(-c2nc3ccccc3nc2[N-]S(=O)(=O)c2ccc(Cl)cc2)c1	0.4	-0.3	12	.	0	1	12	38	13
Cc1ccc(NCc2n[nH]c(=S)n2-c2ccccc2)cc1Cl	-0.5	0.7	10	3	-12	-10	-3	-16	14
Cc1c(Cl)c(=O)oc2cc(OC(C)C)ccc12	0.9	-0.5	-20	6	-14	13	1	-52	7
COCc1c(C(=O)OCC(=O)NCCN2C(=O)CSC2=O)oc2ccccc12	-0.7	-0.8	-14	3	8[fluorescence artefact?]	12	9	-9	13
CCn1nnnc1NC(=O)c1cccc(OC)c1	0.8	0.0	8	2	-16	22	-7	0	3
CC(=O)c1c(C)[nH]c(C(=O)NCc2ccccc2Cl)c1C	0.1	-0.1	2	-2	5	.	-22	4	4
CCC(C)NC(=O)CS(=O)Cc1nc(-c2cccc(OC)c2)oc1C (configuration not stated)	0.8	0.4	18	1	-5	0	-10	9	14
O=C(NCCc1ccccc1)C(=S)N1CCCCC1	-0.5	2.0	0	-2	-1	-1	6	10	7
COc1cc(NC(=O)C2CCCN(c3ncccn3)C2)cc(OC)c1 (configuration not stated)	0.2	-0.8	-17	-2	3	17	-18	-23	6
Cc1cc(C(=O)N2CCN(C(c3ccccc3)c3ccccc3)CC2)no1	-1.8	-1.9	16	0	-3	2	24	24	5
COc1ccc(CCNC(=O)CCCCCN2C(=O)c3ccccc3C2=O)cc1OC	1.3	2.2	8	3	-5	8	-6	-14	3
CCOc1ccc(Cn2c(=O)sc3ccccc32)cc1	-0.4	-2.0	1	.	2	20	32	5&11	7&6
CCCn1c(/C=C/c2ccccc2)nc2ccccc21	-2.0	-3.2	-18	9	7	37	53	26	2
CC(=O)N(Cc1cc(=O)[nH]c2ccccc12)c1cccc(C)c1	0.0	1.3	-9	-1	-6	13	6	30	11
CNC(=S)NCCc1ccccc1	0.1	1.6	5	.	3	0	-12	17	6
Cc1cc(C(=O)NNC(=O)c2ccc(Cl)cc2)no1	0.8	1.9	-8	.	-4	5	-4	0	7
CC(=O)Nc1ccc(SCC(=O)Nc2cc(C(C)(C)C)nn2-c2ccccc2)cc1	0.8	-0.4	-12	-2	-2[fluorescence artefact?]	18	-5	23	4
CC(C)C(NC(=O)c1ccccc1Br)c1ccccc1 (configuration not stated)	-0.1	-1.8	-5	11	-8	-4	17	25	20
COc1ccc(OC)c(/C=C2\S/C(=N/NC(=O)c3ccc4ccccc4c3)NC2=O)c1	0.9	-1.1	-16	1	3	10	34	-8	29
CCOc1ccc(C(=O)Nc2ccccc2NC(C)=O)cc1OCC	0.2	-0.4	-21	-1	-6	-5	0	1	7
CCN(C(C)=O)c1nnc(CSc2nc3ccccc3s2)s1	-0.8	-0.9	-7	3	-9	-2	4	4	6
CCCCNC(=O)CNC(=S)N(CCCN1CCOCC1)Cc1cccs1	0.6	0.2	-21	4	-18	21	-9	-2	10
Fc1ccc(C(c2nnnn2Cc2cccs2)N2CCN(C3CCCC3)CC2)cc1 (configuration not stated)	-0.4	0.0	-4	7	16[fluorescence artefact?]	0	10	5	11
O=C(COc1ccc(Br)cc1)Nc1ccccc1N1CCCC1	0.7	-0.3	-16	-2	-18	-14	70*	53	5
O=C(O)c1cc(-c2ccccc2)nc2ccccc12	0.2	-0.3	-9	0	33&-2[fluorescence artefact?]	28	-1&5	9&17	12
O=C(CN(Cc1ccco1)S(=O)(=O)c1ccccc1)N/N=C/c1cccc(O)c1	0.5	-0.2	-9	9	-1	-25	16	-14	4
COc1ccc(O)c(N)c1	0.3	1.9	17	-1	6	-2	-18	-38	11

Reformatted: entries from further up
smiles,TRPML3 ag,TRPN1 ag,NPY-Y1 PAM-ag,NPY Y1 blocker,14-3-3 Bad inh,PPC-1+TRAIL kill,CHOP inh,EP2 modulator,EP2 antag
CC(=O)Nc1ccc(SCC(=O)Nc2cc(C(C)(C)C)nn2-c2ccccc2)cc1,0.8,-0.4,-12,-2,-2[fluorescence artefact?],18,-5,23,4
CC(C)C(NC(=O)c1ccccc1Br)c1ccccc1 (configuration not stated),-0.1,-1.8,-5,11,-8,-4,17,25,20

Going on with the list:
SMILES	TRPML3 ag	TRPN1 ag	NPY-Y1 PAM-ag	NPY Y1 blocker	14-3-3 Bad inh	PPC-1+TRAIL kill	CHOP inh	EP2 modulator	EP2 antag
Cc1ccc(C)c(OCCn2cc(/C=C(/C#N)C(=O)NCC3CCCO3)c3ccccc32)c1 (configuration not stated)	0.1	-0.1	-7	-3	-15	0	19	29	5
CCOC(=O)CSc1nnc(-c2ccccc2)o1	0.2	0.9	-27	9	-6[fluorescence artefact?]	14	2	16	8
CC(C(=O)O)n1nc2ccccc2n1 (configuration not stated)	0.0	0.9	-1	-1	71*	-20	-35	8&1	8&6
COc1ccc(NC(=O)Cc2ccc(Cl)cc2Cl)cn1	-0.3	-1.1	15	0	-5	-18	3	-10	9
CCn1c(CSc2nc3ccccc3[nH]2)nc2cc(C(=O)O)ccc21	0.7	0.1	-9	-4	35	-9	10	13	10
CN1CCN(C(=O)c2cc3sccc3n2CC(=O)c2ccccc2)CC1	0.2	-0.4	-11	10	5	-14	-2	-5&-40	7&10
CN(C(=O)C1CCN(S(=O)(=O)c2cccs2)CC1)C1CCCCC1	-0.6	3.3	18	2	5	-10	-6	1	8
Nc1nc(SCC(=O)N2N=C3/C(=C/c4ccco4)CCCC3C2c2ccco2)n[nH]1 (configuration not stated)	-1.3	-1.7	-17	1	6[fluorescence artefact?]	3	47	8	8
O=C(CN1CCN(c2ccccc2F)CC1)NC(=O)NCc1ccco1	0.2	6.1	1	3	-13	5	-7	30	5
CC(C)Cc1[nH]c(=O)c(C#N)c2c1COC(C)(C)C2	0.6	0.1	3	1	-4	40	-1	-13	7
O=C(Cc1ccc(F)cc1)N/N=C/c1ccccn1	0.8	-0.4	-12	2	-9	26	-2	14	17
CN(C)c1ccc(-c2noc(C3CCN(S(=O)(=O)c4ccc(C(=O)O)cc4)CC3)n2)cc1	0.3	0.2	5	-2	.	.	.	.	2

Compound profiles, as listed above. Values in the order: TRPML3 ag	TRPN1 ag	NPY-Y1 PAM-ag	NPY Y1 blocker	14-3-3 Bad inh	PPC-1+TRAIL kill	CHOP inh	EP2 modulator	EP2 antag
COc1ccc(NC(=O)Cc2ccc(Cl)cc2Cl)cn1 in the list: -0.3	-1.1	15	0	-5	-18	3	-10	9
Cc1cc(C(=O)N2CCN(C(c3ccccc3)c3ccccc3)CC2)no1 in the list: -1.8	-1.9	16	0	-3	2	24	24	5
O=C(NNC(=O)c1nn(-c2ccc(F)cc2)ccc1=O)c1ccc(C(F)(F)F)cc1 in the list: 0.9	-0.8	5	.	-7	3	8	7	12
Cc1ccc(C)c(OCCn2cc(/C=C(/C#N)C(=O)NCC3CCCO3)c3ccccc32)c1 (configuration not stated) in the list: 0.1	-0.1	-7	-3	-15	0	19	29	5

Printed as active in 14-3-3 Bad inh (from the list above):
SMILES	TRPML3 ag	NPY-Y1 PAM-ag	NPY Y1 blocker	14-3-3 Bad inh	CHOP inh	EP2 modulator
C#CCOCCOCCOCCNc1nc(N2CCN(C(=O)Cn3cc(CCCN=C(N)N)nn3)CC2)nc(N2CCN(C(=O)[C@H]([C@@H](C)CC)n3cc(CCCN=C(N)N)nn3)CC2)n1	0.7	13	-3	86*	6	28
CC(C(=O)O)n1nc2ccccc2n1 (configuration not stated)	0.0	-1	-1	71*	-35	8&1

(list continues)
SMILES	TRPML3 ag	TRPN1 ag	NPY-Y1 PAM-ag	NPY Y1 blocker	14-3-3 Bad inh	PPC-1+TRAIL kill	CHOP inh	EP2 modulator	EP2 antag
CCC(C)(C(=O)NC1CCCCC1)N(Cc1cccs1)C(=O)Cc1cccs1 (configuration not stated)	0.2	-1.4	-42	59*	-14[fluorescence artefact?]	8	10	49	2
O=C(Nc1ccccn1)C1(c2cccs2)CCOCC1	0.7	0.6	1	3	6	36	-9	-3	3
COC(=O)c1cc(=O)n2c(-c3ccccc3)csc2n1	1.1	0.6	21	2	-6	-6	44	9	.
Cc1ccc(NC(=O)CC2=NC(=O)C(CC(=O)Nc3ccccc3C)S2)cc1 (configuration not stated)	-0.4	1.0	19	2	-20	16	9	9	5
Cc1ccc(S(=O)(=O)N(C)CCCC(=O)N2CCOCC2)cc1	1.1	-0.5	1	6	-4[fluorescence artefact?]	14	9	8	7
CCOc1ccc(NC(=O)CSc2nnc(C(C)C)n2CC)cc1	0.6	0.2	-10	6	-4[fluorescence artefact?]	6	11	31	12
Cc1cc(C)n(Cc2ccc(NC(=O)c3ccc(COc4ccccc4Br)cc3)cc2)n1	0.8	1.1	31	-8	6	15	43	-21	.
